Growth percent in the NCI-60 one-dose screen (48 h, 10 µM unless noted): 100 = growth as untreated, 0 = no growth, -100 = all killed.
OVCAR-8: OVCAR-8 ovarian cancer. hit rate 4.4% among 81,000
SF-268: SF-268 CNS cancer cells | hit rate 3.1% among 82,000
U251: U251 CNS tumor cells; hit rate 5.4% among 80,000
DU-145: DU-145 prostate cancer; hit rate 4.2% among 81,000
OVCAR-3: OVCAR-3 ovarian cancer; hit rate 7% among 79,000; AID 1794787
PC-3: PC-3 prostate cancer cells; AID 1794754; hit rate 3.9% among 80,000
SF-295: SF-295 CNS cancer cells. hit rate 5.6% among 79,000. AID 1794758
SNB-19: SNB-19 CNS cancer cells; hit rate 2.5% among 81,000; AID 1794751
SF-539: SF-539 CNS cancer; hit rate 6.8% among 81,000
An asterisk follows results filed as active; x = not tested or not shown; & = joins results of further samples; [ ] = remark or other dose. Rule for the calls: active = growth percent below 10; inactive = the rest. Only part of the results is shown; the hit share may differ from the screen's.

SMILES | OVCAR-8 | SF-268 | U251 | DU-145 | OVCAR-3 | PC-3 | SF-295 | SNB-19 | SF-539
COc1ccc(CC[N+](C)(C)C)cc1 | 97 | 100 | 92 | 104 | 103 | 101 | 113 | 107 | 100
Oc1c(I)cc(I)cc1I | 101 | 104 | 106 | 114 | 124 | 93 | 110 | 96 | 102
CCCCCCCCCCCCCCP(=O)(OC)OC | 102 | 98 | 95 | 105 | 102 | 99 | x | 102 | 101
C[C@]12CCc3nc(Nc4ccccc4F)sc3C1=CC[C@@H]1[C@@H]2CC[C@]2(C)C(=O)CC[C@@H]12 | 71 | 79 | 54 | 28 | 29 | 55 | 51 | 85 | 41
O=C1C2CC(CN3CCCCC23)C2CCCCN12 (configuration not stated) | 100 | 99 | 105 | 100 | 108 | 90 | 102 | 105 | 102
COc1cc2c(cc1OC)C13CC[N+]4([O-])CC5=CCOC6CC(=O)N2C1C6C5CC34 (configuration not stated) | 106 | 100 | 106 | 110 | 101 | 71 | 92 | 111 | 101
CSP(=S)(SC(C)C)SC(C)C | 113 | 102 | 107 | 112 | 101 | 109 | 99 | 106 | 97
O=[N+]([O-])c1ccc2c(c1)Cc1cc(N(CCCl)CCCl)ccc1-2 | 86 | 91 | 90 | 101 | 104 | 82 | 97 | 95 | 99
O=C(/C=C/c1ccc(F)cc1)c1nc2ccccc2n1Cc1ccc(F)cc1 | 2.7* | 16 | -56* | 18 | 23 | 8.3* | -11* | 14 | -64*
CC12C(C(=O)O)C1(c1ccccc1)C2C(=O)O (configuration not stated) | 97&107 | 97&100 | 102&103 | 112&108 | 101&100 | 97&103 | 97&96 | 102&97 | 101&97
CCOC(=O)CC(SP1(=S)OCC2(CCCCO2)C(C2CCCCO2)O1)C(=O)OCC (configuration not stated) | 107 | 93 | 104 | 107 | 105 | 95 | 122 | 103 | 95
CC(C(O)c1ccccc1)N(Cc1ccccc1)Cc1ccccc1 (configuration not stated) | 95 | 99 | 86 | 106 | 104 | 76 | 93 | 95 | 104
CC(Cc1ccccc1)N(C)C (configuration not stated) | 100 | 102 | 102 | 104 | 103 | 100 | 91 | 104 | 97
CN1CC(Br)C(=O)NC1=O (configuration not stated) | 91 | 103 | 94 | 112 | 112 | 96 | 114 | 97 | 103
CCOC(=O)CC1Oc2ccc3c(c2NC1=O)c(C(=O)OCC)c(C)n3Cc1ccccc1 (configuration not stated) | 90 | 95 | 85 | 95 | 82 | 50 | 79 | 81 | 81
CNC(=O)Oc1cccc2cccnc12 | 101 | 85 | x | 100 | 99 | 86 | 97 | 118 | 102
CC1(C)N=C(N)N=C(N)N1c1ccc(OCCCNC(=O)Nc2ccc(S(=O)(=O)F)cc2)c(Cl)c1 | 31 | 32 | 24 | 32 | 27 | 13 | 22 | 29 | 17
C#Cc1ccc2c(c1)C(c1ccccc1F)=NCC(=O)N2C | 64 | 56 | 40 | 70 | 12 | 56 | 36 | 49 | 53
CCN(CC)C(=O)CCl | 103 | 110 | 97 | 115 | 114 | 99 | 100 | 101 | 96
OCCNC(Cc1ccccc1)c1ccccc1O (configuration not stated) | 97 | 96 | 97 | 105 | 99 | 68 | 96 | 97 | 96
O=C(O)C(Br)CBr (configuration not stated) | 93 | 103 | 97 | 106 | 106 | 94 | 98 | 107 | 98
CC(O)CSP(=S)(Oc1ccccc1)Oc1ccccc1 (configuration not stated) | 106 | 103 | 100 | 105 | 103 | 93 | 106 | 97 | 100
NNC(=O)CC[C@H](N)C(=O)O | 106[20 µM] | 102[20 µM] | 101[20 µM] | 103[20 µM] | 108[20 µM] | 97[20 µM] | 103[20 µM] | 98[20 µM] | 100[20 µM]
Oc1c(Cl)cc(Cl)c2ccccc12 | 110 | 112 | 117 | x | 111 | 135 | 117 | 107 | 102
Cc1cc(C)c2c(c1)NP(=S)(c1ccccc1)N2 (configuration not stated) | 104 | 114 | 100 | 121 | 120 | 107 | 110 | 100 | 110
NC(Cc1ccc(N(CCCl)Cc2ccccc2)cc1)C(=O)O (configuration not stated) | 96 | 107 | 101 | 123 | 117 | 93 | 114 | 98 | 126
COc1cc(CC(C)=O)ccc1O | 95 | 109 | 92 | 107 | 110 | 91 | 102 | 97 | 105
COC(=O)C12CC(=O)OC1(c1ccccc1[N+](=O)[O-])N2 (configuration not stated) | x | 102 | 106 | 115 | 110 | 104 | 96 | 103 | 113
O=[N+]([O-])c1ccc(OCCOc2ccc(S(=O)(=O)F)cc2)c(Cl)c1 | 94 | 96 | 89 | 111 | 106 | 82 | 106 | 88 | 92
O=[N+]([O-])c1cc(S(=O)(=O)F)ccc1Cl | 99 | x | 96 | 114 | 115 | 103 | x | 109 | 96
CNC(=O)Oc1ccccc1OC(C)C | 95&113 | 102&100 | 111&106 | 112&96 | 99&102 | 89&92 | 107&91 | 104&112 | 101&91
CCOCCOC(=O)CCOCCN1CC1 | 101 | 102 | 102 | 111 | 100 | 97 | 105 | 105 | 97
Cc1ccc(-c2nc3ccc(Cl)cc3c(=O)n2-c2ccccc2)cc1 | 86 | 93 | 87 | 93 | 98 | 85 | 72 | 103 | 88
COC(=O)[C@@H](C)C[C@H](Cc1cn(C)c2ccccc12)NC(=O)c1csc([C@@H](C[C@H](C(C)C)N(C)C(=O)[C@@H](NC(=O)[C@H]2CCCCN2C)C(C)C)OC(C)=O)n1 | 30 | 17 | 15 | 12 | -11* | 24 | 0.0* | 36 | -8.6*
O=C(O)CNC(=O)CF | 106 | 113 | 99 | 124 | 98 | 112 | 97 | x | 98
CN(C)C(=O)CCl | 102 | 98 | 104 | 101 | 100 | 94 | 94 | 100 | 95
O=C(CN1CCOCC1)c1ccccc1 | 110 | 111 | 106 | 118 | 122 | 105 | 104 | 106 | 111
N#CC(C#N)=Cc1cc(Cl)ccc1O | 88 | 88 | 88 | 90 | 88 | 87 | 111 | 96 | 90
COc1ccc(CC2NCCc3cc(OC)c(OC)cc32)cc1OC (configuration not stated) | 106 | 101 | 99 | 109 | 107 | 94 | 87 | 101 | 102
O=C(O)c1ccccc1C(=O)O (tested in a mixture with another compound) | 97 | 105 | 95 | 104 | 110 | 93 | 98 | 103 | 100

Ten entries from above, in markdown:
| smiles | OVCAR-8 | SF-268 | U251 | DU-145 | OVCAR-3 | PC-3 | SF-295 | SNB-19 | SF-539 |
| --- | --- | --- | --- | --- | --- | --- | --- | --- | --- |
| COc1ccc(CC[N+](C)(C)C)cc1 | 97 | 100 | 92 | 104 | 103 | 101 | 113 | 107 | 100 |
| Oc1c(I)cc(I)cc1I | 101 | 104 | 106 | 114 | 124 | 93 | 110 | 96 | 102 |
| CCCCCCCCCCCCCCP(=O)(OC)OC | 102 | 98 | 95 | 105 | 102 | 99 | x | 102 | 101 |
| C[C@]12CCc3nc(Nc4ccccc4F)sc3C1=CC[C@@H]1[C@@H]2CC[C@]2(C)C(=O)CC[C@@H]12 | 71 | 79 | 54 | 28 | 29 | 55 | 51 | 85 | 41 |
| O=C1C2CC(CN3CCCCC23)C2CCCCN12 (configuration not stated) | 100 | 99 | 105 | 100 | 108 | 90 | 102 | 105 | 102 |
| COc1cc2c(cc1OC)C13CC[N+]4([O-])CC5=CCOC6CC(=O)N2C1C6C5CC34 (configuration not stated) | 106 | 100 | 106 | 110 | 101 | 71 | 92 | 111 | 101 |
| CSP(=S)(SC(C)C)SC(C)C | 113 | 102 | 107 | 112 | 101 | 109 | 99 | 106 | 97 |
| O=[N+]([O-])c1ccc2c(c1)Cc1cc(N(CCCl)CCCl)ccc1-2 | 86 | 91 | 90 | 101 | 104 | 82 | 97 | 95 | 99 |
| O=C(/C=C/c1ccc(F)cc1)c1nc2ccccc2n1Cc1ccc(F)cc1 | 2.7* | 16 | -56* | 18 | 23 | 8.3* | -11* | 14 | -64* |
| CC12C(C(=O)O)C1(c1ccccc1)C2C(=O)O (configuration not stated) | 97&107 | 97&100 | 102&103 | 112&108 | 101&100 | 97&103 | 97&96 | 102&97 | 101&97 |

New compounds follow:
SMILES | OVCAR-8 | SF-268 | U251 | DU-145 | OVCAR-3 | PC-3 | SF-295 | SNB-19 | SF-539
O=C(Nc1ccccc1)OCC(Cl)(Cl)Cl | 101 | 99 | 93 | 97 | 104 | 98 | 91 | 98 | 100
CCN(CC)C(=O)c1ccc(NC(=S)NC(N)=S)cc1 | 107 | 114 | 96 | 115 | 119 | 82 | 79 | x | 89
CN1C(=O)[C@]23C[C@H]4C(C)(C)[C@@]5(C[C@@]41CN2CC[C@@]3(C)O)C(=O)Nc1c5ccc2c1OC=CC(C)(C)O2 | 99 | 110 | 98 | 111 | 109 | 93 | 110 | 97 | 106
CCOP(=O)(OCC)/C(C#N)=C/c1ccc(OC)cc1 | 110 | 105 | 103 | 108 | 112 | 102 | 103 | 105 | 108
CCN(CC)CCO/N=C1\CC2C3CCC(=O)C3(C)CCC2C2(C)CCC(=O)C=C12 (configuration not stated) | 110 | x | 97 | x | x | x | x | 100 | 92
OB([O][Hg][c]1ccccc1)[O][Hg][c]1ccccc1 | -97* | -51* | -82* | -74* | -90* | -60* | -32* | 5.9* | -88*
COc1cc(/C=C\c2cc(OC)c(OC)c(OC)c2)cc(N/C=C\C(=O)c2cc(OC)c(OC)c(OC)c2)c1OC | 41 | 41 | 31 | 27 | 9.8* | 21 | x | 43 | -9.7*
C#Cc1nc2ccccc2[se]1 | 102 | 100 | 100 | 113 | 105 | 95 | 104 | 97 | 98
O=[N+]([O-])/C=C/c1ccc(Cl)cc1 | 111 | 99 | 97 | 107 | 108 | 102 | 102 | 107 | 104
CCCC(OC(C[N+](=O)[O-])C(Cl)(Cl)Cl)c1ccccc1 (configuration not stated) | 103 | 114 | 101 | 120 | 115 | 93 | 97 | 100 | 99
CC(C)=CCC/C(C)=C/C=N\N=C(/N)N[N+](=O)[O-] | 104 | 93 | 94 | 102 | 101 | 98 | 101 | 99 | 89
CNc1ccc(C(=O)CC(O)CCC(C)C2OC(=O)CC(O)CC(=O)CC(O)CC(O)CC(O)CC(O)CC3(O)CC(O)C(C(=O)OC)C(CC(O[C@@H]4O[C@H](C)[C@@H](O)[C@H](N)[C@@H]4O)/C=C/C=C/C=C/C=C/C=C/C=C/C=C/C2C)O3)cc1 (some centres not stated) | -22* | -5.4* | 24 | -75* | -15* | 15 | 20 | 42 | 72
NCCc1nc2ccccc2[nH]1 | 101 | 106 | 105 | 125 | 109 | 94 | 101 | 103 | 106
O=C(NCCF)NCCCl | 107 | 97 | 98 | 107 | 107 | 93 | 97 | 104 | 97
CCN(CC)CCc1ccccn1 | 105 | 114 | 105 | 123 | 122 | 99 | 109 | 109 | 105
CC(Cc1ccccc1)[N+](=O)[O-] (configuration not stated) | 100 | 99 | 99 | x | 97 | 97 | 105 | 107 | 109
CC12C=CC(=O)C=C1CCC1C2C(O)CC2(C)C1CCC2(O)C(=O)COC(=O)CCCc1ccc(N(CCCl)CCCl)cc1 (configuration not stated) | 82&78 | 76&66 | 97&87 | 100&89 | 102&97 | 84&78 | 107&105 | 101 | 87&74
CCC1(CC)C(=O)NC(=O)NC1=O | 97 | 99 | 95 | 110 | 102 | 103 | 100 | 107 | 103
COc1cc([C@@H]2c3cc4c(c(O)c3C[C@H]3COC(=O)[C@@H]32)OCO4)cc(OC)c1OC | 16 | 22 | 24 | -28* | -49* | -0.6* | -22* | 7.3* | -18*
O=C1c2ccccc2C(=O)N1[N+](=O)[O-] | 100 | 104 | 93 | 106 | 106 | 95 | 103 | 6.8* | 108
CNC(=O)Oc1cccc(C=O)c1 | 109 | 97 | x | 112 | 101 | 92 | 93 | 101 | 101
C/C(=N/OC(=O)N(C)C)c1cc(Cl)ccc1Cl | 103 | 99 | x | 105 | 105 | 106 | 99 | 101 | 103
CNc1cccc2ccccc12 | 95 | 96 | 99 | 105 | 85 | 79 | 108 | 99 | 99
CC(c1cccc(Nc2ncnc3nc[nH]c23)c1)N(CCCl)CCCl (configuration not stated) | 99 | 81 | 87 | 104 | 83 | 81 | 96 | 100 | 79
Nc1ccc([N+](=O)[O-])cc1Cl | 92 | 108 | 95 | 116 | 119 | 99 | 107 | 98 | 92
COC(=O)c1ccc(-n2cc(CCCN(CCNc3ccnc4cc(Cl)ccc34)C(=O)CCC(=O)O[C@@H]3O[C@@H]4OC5(C)CC[C@H]6[C@H](C)CC[C@@H]([C@H]3C)[C@@]46OO5)nn2)cc1 | 21 | 59 | 53 | 60 | 43 | 40 | 44 | 64 | 39
CCCCNc1nc2c(s1)C1=CC[C@@H]3[C@H](CC[C@]4(C)C(=O)CC[C@@H]34)[C@@]1(C)CC2 | 100 | 108 | 99 | 110 | 112 | 86 | 102 | 99 | 97
O=S(=O)(c1ccc(O)cc1)c1ccccc1O | 102 | 97 | 107 | 111 | 110 | 89 | 112 | 104 | 103
CCCCN(CCCC)CC(O)c1ccccc1I (configuration not stated) | 95 | 97 | 87 | 98 | 111 | 88 | 41 | 82 | 88
CCC(CC)(NC)C(O)c1ccccc1 (configuration not stated) | 102 | 104 | 98 | 106 | 111 | 97 | 97 | 108 | 94
CCC(C)(C)c1ccc(O)cc1 | 100&97 | 101&98 | 103&91 | 107&103 | 105&101 | 101&91 | 101&96 | 103&101 | 97&96
CCCO/N=C/c1cccnc1 | 110 | 113 | 102 | 115 | 116 | 104 | 118 | 103 | 102
COC(=O)C1C(C(=O)O)C2(Cl)C(Cl)=C(Cl)C1(Cl)C2(Cl)Cl (configuration not stated) | 97 | 104 | 92 | 105 | 103 | 91 | 92 | 102 | 98
CN1C(=O)C(C2CCCCC2)C(=O)N(C)C1=O | 94 | 103 | 100 | 101 | 101 | 93 | 98 | 118 | 98
O=C(/C=C/c1ccc([N+](=O)[O-])cc1)c1nc2ccccc2n1Cc1ccc(Br)cc1 | 106 | 100 | 100 | 100 | 110 | 100 | 92 | 91 | 99
S=c1nc2[se]c3c(c2c(Nc2ccc(Cl)cc2)[nH]1)CCCCC3 | 109 | 102 | 103 | 104 | 103 | 89 | 98 | 106 | 91

Screening results deposited in PubChem by NCI.
